Source: PubChem BioAssay (National Center for Advancing Translational Sciences (NCATS))
Nrf2 inh: Nrf2 pathway inhibition. A549 ARE-Fluc reporter, luciferase luminescence, 18-24 h. Potency, µM (titrated, usually from 46 µM), for inactives: top-dose activity change, negative = inhibition, usual class: inhibitors. hit rate 2.1% among 360,000; also: potency is read from the fitted curve at half-maximal effect; % is scaled to controls: 0 for no effect and ±100 for the full control effect; nearly all actives have a fitted effect of over 60% in size
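Concentration-response testing used A549 ARE_Fluc cells at 5000 cells/well. Following an 18-24 h compound incubation, viability was read by fluorescence (Ex 405/Em 525) and luciferase output by luminescence.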
Abeta yeast res: compounds reversing amyloid beta toxicity in yeast | yeast expressing A-beta42, growth rescue, OD600, 48 h; response scale: 0% DMSO, 100% iron-clioquinol control | hit rate 0.063% among 410,000 | Potency, µM (doses to about 46.1 µM), inactives show at the top dose growth rescue, actives largely listed as activators; also: potency is read from the fitted curve at half-maximal effect; nearly all actives have a fitted effect of over 55% in size
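Growth rescue measured by 600 nm absorbance after 48 h yeast culture at 30 C with compound. Values normalized between DMSO and an equimolar ferric chloride plus clioquinol control.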
Nrf2 activator: activators of Nrf2 (ARE) signaling. Potency, µM (highest dose often 46.1 µM), without a hit: top-dose activation, hits mostly activators. AREc32 ARE-luciferase reporter (MCF7-derived line), luminescence, 24 h. hit rate 0.31% among 410,000; also: potency is read from the fitted curve at half-maximal effect; % of control where 0% means no effect; nearly all actives have a fitted effect of over 65% in size
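Steps: seed AREc32_Fluc cells (1000/well, 5% FBS OPTI-MEM); incubate overnight at 37 deg C; add 23 nL compound; incubate 24 hr; add Steady-Glo; hold 30 min RT; read luminescence.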
Mm-Cpn inhibitor: M. maripaludis TRiC chaperonin inhibition. Potency, µM (highest dose often 76.9 µM), without a hit: at the highest dose activity, negative = inhibition, hits mostly inhibitors. AID 504842. hit rate 0.031% among 330,000. purified Mm-Cpn ATPase, ADP Transcreener TR-FRET; also: potency is read from the fitted curve at half-maximal effect; % is scaled to controls: 0 for no effect and ±100 for the full control effect; nearly all actives have a fitted effect of over 80% in size
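Purified archaeal chaperonin (25 nM final) was preincubated with compound for 10 min at 37°C, then ATP (10 uM final) was added for 30 min at 37°C in Tris pH 7.4/KCl/MgCl2/DTT buffer. ADP was quantified by HTRF Transcreener TR-FRET.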
TGFb SMAD3 inh: inhibitors of TGF-b signaling. hit rate 1.2% among 410,000. Potency, µM (highest dose often 46.1 µM), for inactives: at the top dose activity, negative = inhibition, actives largely listed as inhibitors. HepG2 CAGA-GFP TGF-b/SMAD3 reporter, GFP fluorescence, 18 h; TGF-beta stimulated, 500 pg/mL final. AID 588855; also: potency is read from the fitted curve at half-maximal effect; % is scaled to controls: 0 for no effect and ±100 for the full control effect; nearly all actives have a fitted effect of over 65% in size
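First, reporter cells (HEPG2 CAGA-GFP) rested 2 h at 37 degrees C. Next, compounds were pinned in and TGF-beta added to 500 pg/mL final. After 18 h, GFP was imaged per cell and summed per well.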
HepG2 viability: counter-screen for TGF-b inhibitors: cytotoxicity in HepG2 cells; AID 588856; hit rate 0.76% among 410,000; HepG2 CAGA-GFP viability, ATP luminescence, 18 h; Potency, µM (titrated, usually from 46.1 µM), inactives show at the top dose activity change, negative = cytotoxicity, actives largely listed as cytotoxic; also: potency is read from the fitted curve at half-maximal effect; some results filed as inactive show a strong effect at the top dose
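HepG2 CAGA-GFP cells (1000/well, DMEM with 1% FBS) received compound, then TGF-beta at 500 pg/mL final, and were incubated 18 hours at 37 degrees C. Viability was read by CellTiter-Glo luminescence. Media-only wells were set as complete cell-killing and DMSO as no toxicity.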
A549 tox: kills or reduces viability of A549 cells in Nrf2 counter-screen. hit rate 0.16% among 390,000. AID 504648. A549 ARE-Fluc cells, CellTiter-Fluor viability, 18-24 h. Potency, µM (titrated, usually from 46 µM), for the others: at the highest dose activity change, negative = cytotoxicity, usual class: inhibitors; also: potency is read from the fitted curve at half-maximal effect; % is scaled to controls: 0 for no effect and ±100 for the full control effect
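Cytotoxicity counterscreen: CellTiter-Fluor fluorescence was measured in A549 ARE_Fluc cells after 18-24 h of compound exposure in a concentration series. The subsequent BugLite luminescent read reports ARE-luciferase activity.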
CCT modulator: changes cytosolic chaperonin activity. hit rate 0.3% among 360,000. AID 651819. purified chaperonin ATPase assay, HTRF ADP detection, 30 min. activity change, % (no concentration beside the values), hits read low; in the data active = activity change below about -30%; also: % is scaled to controls: 0 for no effect and ±100 for the full control effect
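TRiC (40 or 20 nM final, by batch activity) in 30 mM Tris pH 7.4, 100 mM KCl, 5 mM MgCl2, 1 mM DTT was treated with compound at 76 uM single dose, then 10 uM ATP, 30 min at 37 °C. ADP was read by HTRF Transcreener.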
Akt phos inh: blocks phosphorylation of Akt; hit rate 0.32% among 360,000; AID 651550; activity change, % for hits at 50 µM; Neuro2A IGF-stimulated pAkt S473 HTRF, 20 min; active compounds read low; in the data active = activity change below about -80%; inconclusive = mostly about -51% to -80%; also: % is scaled to controls: 0 for no effect and ±100 for the full control effect
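Single-point screen (50 µM final compound) in Neuro2A cells stimulated 20 min with 6 nM IGF at 37 deg C. After lysis, Ser473-phosphorylated Akt read by HTRF (ex 330 nm, em 615/665 nm) as the 665/615 ratio.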
Starred values were filed as active, the others as inactive; i = inactive; ? = inconclusive; · = no result given; ! = repeats disagree; [ ] = dose if it differs, or a comment. Unless noted, calls follow the shape of the dose curve; as a rule, active = well fitted curve in the direction sought with a large enough effect; inconclusive = small, poorly fitted or top-dose-only effect, or another doubt; inactive = no such curve, though single readings can be large; an effect the other way counts as inactive or inconclusive. The order is random; any-hit rate near 4.3%.

#	SMILES	Nrf2 inh	CCT modulator	A549 tox	Mm-Cpn inhibitor	HepG2 viability	Akt phos inh	TGFb SMAD3 inh	Nrf2 activator	Abeta yeast res
1	CN1/C(=C/C(=O)CSc2ccccc2C(=O)O)C(C)(C)c2ccccc21	-8%	1.6	14%	1%	2%	i	-2%	0.1%	?
2	Cc1c(N)cc2c(c1N)C(C)(C)CC2(C)C	-21%	0.1	12%	·	2%	i	9%	0.0%	1%
3	CCC(Sc1nc(-c2ccccc2)c(-c2ccccc2)[nH]1)C(=O)O (stereo unspecified)	-17%	0.8	6%	-1%	-17%	i	28%	1.5%	10%
4	CC(=O)Nc1ccc(NC(=O)C(C)n2nc([N+](=O)[O-])c(Br)c2C)cc1 (stereo unspecified)	3%	0.5	-1%	0%	-4%	i	-7%	0.9%	15%
5	Cc1csc(=O)n1CCC(=O)N(C)Cc1c(F)cccc1Cl	12%	-1.6	-2%	1%	8%	i	34%[activator]	-0.5%	-2%
6	CCCS(=O)(=O)C/C(N)=N/OC(=O)c1ccccc1Cl	?	-1.5	-1%	0%	-7%	i	-4%	-0.5%	28%
7	CCSc1nnc(NC(=O)c2ccc(S(=O)(=O)N(C)C)cc2)s1	?	-0.5	0%	-2%	4%	i	-16%	2.1%	0%
8	COc1ccc(CCC(=O)NCC2CCCCC2)cc1OC	?	-0.8	1%	-1%	3%	i	-12%	-0.7%	-6%
9	COc1ccccc1OCCn1cc(C(=O)c2cccs2)c2ccccc21	?	·	5%	·	-28%	·	?	6.3%	-15%
10	COc1cc(S(=O)(=O)N(Cc2cccs2)CC2CCCO2)ccc1-n1cnnn1 (stereo unspecified)	14%	0.3	-1%	1%	-16%	i	?	0.0%	-2%
11	Cc1cc(NC(=O)c2cccs2)ncc1NC(=O)C(C)C	?	-3.3	4%	-25%	-29%	i	3%	-0.5%	-17%
12	COc1cccc(CNC(=O)c2cccnc2Sc2ccccc2)c1	-2%	0.7	1%	-2%	-3%	i	-1%	-0.2%	2%
13	O=C(/C=C/c1cccc(F)c1)OCC(=O)N1CCCc2ccccc21	5%	0.2	-1%	3%	8%	i	-18%	2.3%	6%
14	CN1CCC[C@H]1CCNC(=O)c1c(-c2ccsc2)sc2ccccc12	29%	0.7	0%	-4%	-3%	i	?	3.3%	1%
15	COc1ccccc1NS(=O)(=O)c1cccc2nsnc12	-5%	-2.0	0%	0%	2%	i	-30%	-0.1%	-1%
16	COc1ccc(S(=O)(=O)NCCSc2ccc(Cl)cc2)cc1OC	-22%	-1.7	-1%	-2%	-32%	i	?	-0.3%	9%
17	C/C(=N\O)c1c(C)c2ccccc2n1C	14%	-0.4	-5%	-1%	3%	i	?	-0.7%	15%
18	Oc1ccccc1Nc1nc(NCC2CCCO2)c2ccccc2n1 (stereo unspecified)	5%	-2.7	2%	0%	-22%	i	-8%	3.0%	-10%
19	C/C(=N\NC(=S)NCc1ccccc1)c1ccc(Cl)cc1	7%	-1.2	16%	1%	-33%	i	?	6.8%	?
20	Cc1cc(C)c(NC(=O)c2oc3ccccc3c2COc2ccccc2)c(C)c1	4%	-1.3	4%	-2%	-5%	i	?	-0.3%	13%
21	Cc1ccc(N2/C(=N/c3nc(C)cc(C)n3)NC(=O)CC2C(=O)O)cc1 (stereo unspecified)	5%	1.0	-8%	2%	10%	i	4%	0.4%	-10%
22	Cc1ccc(OCC(=O)N(C)CC(=O)Nc2cccc(F)c2)cc1	-2%	-1.0	0%	0%	12%	i	-15%	-0.6%	1%
23	COc1ccc(N(CC(=O)O)S(=O)(=O)c2ccccc2[N+](=O)[O-])c(OC)c1	7%	1.0	-1%	-1%	-12%	i	-27%	0.2%	-11%
24	CC(Sc1nnc(Nc2ccccc2F)s1)C(=O)NC1CC1 (stereo unspecified)	15%	3.0	0%	0%	3%	i	-1%	0.6%	-15%
25	CCOC(=O)c1nn(-c2ccccc2C)c(=O)cc1OCC(=O)N1CCN(c2ccccc2)CC1	-8%	-0.6	-4%	0%	-3%	i	0%	-0.1%	3%
26	O=C(NC1CCCc2c1cnn2-c1ccc(F)cc1F)c1ccccn1 (stereo unspecified)	?	-3.2	-15%	-1%	-10%	i	1%	0.3%	7%
27	CC1(C)CC(=O)C(C(C2=C(O)CC(C)(C)CC2=O)c2ccc(Cl)c([N+](=O)[O-])c2)C(=O)C1 (stereo unspecified)	-10%	0.0	0%	-4%	8%	i	6%	0.1%	21%
28	COc1cc(/C=C2\CCC/C(=C\c3ccc(O)c(OC)c3)C2=O)ccc1O	?	1.0	1%	0%	10µM*!	i	?	?	-40%[inhibitor]
29	Cc1occc1C(=O)Nc1ccccc1NC(=O)c1ccoc1C	-22%	-3.6	-1%	·	-16%	i	3%	-0.5%	3%
30	CNC(=O)CN(c1cccc2ccccc12)S(C)(=O)=O	23%	2.0	4%	0%	-2%	i	-7%	0.2%	-15%
31	CCOC(=O)c1cocc1C(=O)O	11%	-1.2	-8%	·	1.6µM*	i	?	-0.3%	-2%
32	CCCCc1cc(=O)oc2cc(OC(C)C(=O)NCc3ccccn3)c(Cl)cc12 (stereo unspecified)	-10%	-1.4	-10%	-4%	2%	i	9%	-0.2%	-6%
33	Oc1cc(CNCc2ccccc2)c(O)cc1CNCc1ccccc1	0%	-2.1	-11%	·	-1%	i	10%	4.9%	-3%
34	COc1cc([C@@H]2[C@H]3CNCC=C3C(C#N)=C(N)C2(C#N)C#N)ccc1OC(C)C	21%	0.0	18%	-1%	-7%	i	46%[activator]	2.0%	5%
35	CCN(CC)S(=O)(=O)c1ccc(N2CCCC2)c(NS(=O)(=O)c2ccc([N+](=O)[O-])cc2)c1	6%	0.4	2%	2%	-6%	i	-28%	0.2%	14%
36	CC(C)N1CCN(C2CSCCSC2)CC1CCO (stereo unspecified)	20%	-1.4	2%	0%	4%	i	7%	-0.8%	-8%
37	COc1cccc(NC(=O)Cc2csc(NC(=O)Nc3ccccc3OC)n2)c1	?	0.3	0%	1%	13%	i	-17%	-0.4%	6%
38	Cc1cccn2c(=O)nc(SCC(=O)N3CCN(c4ccccc4)CC3)nc12	1%	-3.1	7%	2%	-6%	i	-7%	2.1%	-1%
39	CCCN1C(=O)C2(C(C(=O)c3ccc(C)o3)=C(O)C(=O)N2CCCOC)c2ccccc21 (stereo unspecified)	-2%	2.3	-11%	-3%	7%	i	11%	-0.4%	-10%
40	FC(F)(F)c1ccccc1CN1CCCC(N2CCN(c3ccccc3)CC2)C1 (stereo unspecified)	3%	0.8	2%	-1%	-29%	i	-19%	2.3%	15%
41	Cc1ccc(/C=N/NC(=O)c2nnn(-c3nonc3N)c2CSc2ccccc2)cc1	-5%	-1.1	11%	-7%	-28%	i	-5%	-0.9%	7%
42	CN(C)CCCN1CC(C(=O)O)CC1=O (stereo unspecified)	1%	-0.9	0%	2%	-1%	i	2%	-1.0%	-15%
43	Cc1ccc(C2=NN(C(=O)c3cccs3)C(c3ccccc3O)C2)cc1 (stereo unspecified)	?	-0.6	?	-5%	-100%	i	?	0.0%[9.22 µM]	-1%
44	O=C(Cn1ccc(C(F)(F)F)n1)Nc1cccc(S(=O)(=O)N2CCCCC2)c1	4%	0.1	1%	3%	1%	i	-2%	-0.1%	2%
45	CCc1ccccc1-n1c(SCC(=O)c2c(N)n(C3CC3)c(=O)[nH]c2=O)nnc1N1CCOCC1	-2%	2.2	13%	2%	-20%	i	-31%	-0.2%	-7%
46	COc1cccc(COC(=O)c2ccc(-c3nnn(Cc4cccc(OC)c4)n3)cc2)c1	-4%	·	-12%	·	9%	·	?	-0.5%	-7%
47	O=C(NCc1ccccc1Cl)c1ccc(Cn2c(=O)c3cccn3c3cccnc32)cc1	-15%	·	0%	·	-16%	·	-22%	4.0%	-32%
48	CCOc1ccc2nnc(-c3ccc(Br)cc3)n2n1	1%	-1.2	9%	?	-5%	i	?	2.3%	10%
49	CC1=CS(=O)(=O)CC1Sc1nc(C)n[nH]1 (stereo unspecified)	0%	1.5	27%	-5%	-12%	i	6%	-0.1%	-16%
50	COc1ccc(-n2nc(C(=O)NCC(=O)NC3CCCCC3)c3ccccc3c2=O)cc1	4%	-2.0	-1%	-1%	1%	i	2%	-0.8%	-8%
51	COCCCNc1ncnc2c1nnn2C	·	·	1%	·	-25%	·	-10%	-0.5%	-17%

Random excerpt: two entries already listed
#	SMILES	Nrf2 inh	CCT modulator	A549 tox	Mm-Cpn inhibitor	HepG2 viability	Akt phos inh	TGFb SMAD3 inh	Nrf2 activator	Abeta yeast res
40	FC(F)(F)c1ccccc1CN1CCCC(N2CCN(c3ccccc3)CC2)C1 (stereo unspecified)	3%	0.8	2%	-1%	-29%	i	-19%	2.3%	15%
44	O=C(Cn1ccc(C(F)(F)F)n1)Nc1cccc(S(=O)(=O)N2CCCCC2)c1	4%	0.1	1%	3%	1%	i	-2%	-0.1%	2%
